NR2E3 ag-1: NR2E3 agonists in two-hybrid cells, primary screen, cell-based, luminescence, CHO-S, Gal4-NCOR/VP16-NR2E3; Photoreceptor-specific nuclear receptor (Homo sapiens), Q9Y5X4; luciferase; inhibition of corepressor binding, % at 3.98 µM; 360,000 compounds, 0.35% hits; AID 602229, 2012;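 active = inhibition above the mean of all tested compounds plus 3 SD, cut at about 70% in these data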;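 note: 0% = DMSO with NR2E3 transfected cells and 100% = cells lacking NR2E3 construct; higher means lower luciferase signal from less NR2E3 corepressor binding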
Target sequence (Q9Y5X4 whole entry, looked up, the tested form may be a part): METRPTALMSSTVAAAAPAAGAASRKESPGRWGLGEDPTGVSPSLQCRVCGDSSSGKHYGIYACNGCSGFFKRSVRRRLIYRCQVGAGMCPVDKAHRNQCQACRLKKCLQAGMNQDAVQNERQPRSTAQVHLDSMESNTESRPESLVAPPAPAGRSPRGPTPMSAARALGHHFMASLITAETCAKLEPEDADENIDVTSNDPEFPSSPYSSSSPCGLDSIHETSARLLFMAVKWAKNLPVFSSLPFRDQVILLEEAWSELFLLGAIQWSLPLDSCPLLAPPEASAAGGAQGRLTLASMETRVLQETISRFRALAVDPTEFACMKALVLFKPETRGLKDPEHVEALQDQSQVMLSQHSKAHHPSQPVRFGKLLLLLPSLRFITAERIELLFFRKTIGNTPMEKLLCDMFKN
TWEAK-Fn14 inh: inhibitors of TWEAK-Fn14 signaling, primary screen, luciferase reporter cells, uHTS. TWEAK-stimulated Fn14 reporter cells, luciferase luminescence, 8 h. inhibition, % at 10 µM. 360,000 compounds, 2% hits. AID 1159606, 2016; in the data active = inhibition above about 50%
Shn3 3UTR inh: reduction of Shn3 3'UTR firefly luciferase signal, primary screen, Schnurri-3 inhibitor project, cell-based, Clone20 osteoblasts, set 2; Clone20 osteoblast Shn3 3'UTR firefly luciferase, 24 h; 360,000 compounds, 0.52% hits; inhibition, % at 12.5 µM;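 active = mean inhibition of at least 75% with every replicate also reaching 75%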;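 note: 0% = median of neutral control wells and 100% = pilot-screen positive control compound; some compounds past the cut are filed as inactive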
CF NFkB block: inhibitors of PAF-induced NF-kB signaling, primary screen, cell-based, GFP fluorescence, uHTS | inhibition, % at 5 µM | AID 588850, 2011 | KKLEB NF-kB-GFP reporter, GFP fluorescence overnight | 360,000 compounds, 0.86% hits;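 active = at least 50% inhibition at 5 µM, scaled per plate between neutral and stimulator controls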;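 note: PAF is a Pseudomonas aeruginosa culture filtrate used as stimulus; plate controls were PAF-stimulated DMSO wells for no effect and unstimulated DMSO wells for full effect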
KKLEB cytotox: cytotoxicity in KKLEB CF airway cells, primary screen, cytotoxicity control for CF NF-kB inhibitor project, cell-based, uHTS, fluorescence assay plates. KKLEB CF airway cells viability, ATPlite luminescence, overnight; hits give low values; cells stimulated with P. aeruginosa culture filtrate. activity change (cytotoxicity), % at 5 µM. 360,000 compounds, 0.36% hits;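 active = corrected activity change at or below -50% at 5 µM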
TROY signal inh: inhibitors of TROY-driven NF-kB signaling, primary screen, Q293 LMP1-TROYcd cells, NF-kB luciferase, uHTS | inhibition, % at 10 µM | 360,000 compounds, 0.98% hits | Q293 LMP1-TROYcd NF-kB luciferase reporter, 4 h;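 active = compounds whose plate-normalised and pattern-corrected inhibition of the luciferase reporter signal at the single screening dose is 50% or more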
Peg3 promoter: Peg3 promoter-driven luciferase inhibitors, primary screen, cell-based, HeLa, luciferase luminescence. HeLa PEG-Prom luciferase reporter, overnight. inhibition, % at 20 µM. 360,000 compounds, 1.7% hits;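 active = inhibition of at least 50% at 20 µM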
TRPM1 prom inh: inhibitors of MITF-dependent TRPM1 promoter reporter, primary screen, cell-based, SK-MEL-5, single point, luciferase; SK-MEL-5 TRPM1 promoter luciferase, 24 h; inhibition, % at 12.5 µM; 330,000 compounds, 0.83% hits;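 active = mean inhibition across replicates of 60% or more, whatever share of single replicates reaches that level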; note: values of inactives mirror those of a sister screen read the other way
TRAIL sens C8: viability loss with TRAIL in NB7+C8 cells, primary screen, TRAIL sensitizer project, cell-based, ATPlite luminescence; inhibition (viability loss, TRAIL sensitization), % at 10 µM; 360,000 compounds, 1% hits; AID 624354, 2012;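 active = compounds causing at least 50% loss of cell viability in the single-dose screen, relative to plate controls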
HIF-2a block: HIF-2a reporter inhibitors, primary screen, luminescence, 786-0 RCC cells; 786-0 RCC cells HIF-2a reporter, luciferase luminescence, overnight; inhibition, % at 18.8 µM; 360,000 compounds, 0.72% hits; AID 624352, 2012;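 active = inhibition of the luminescence signal of 40% or more relative to plate controls, in a single-dose primary screen at 18.75 µM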
NR2E3 ag-2: inhibitors of NR2E3-RetCOR corepressor binding, primary screen, NR2E3 agonist project, biochemical, TR-FRET, GST-NR2E3, biotin-RetCOR; Photoreceptor-specific nuclear receptor (Homo sapiens), Q9Y5X4; 1536-well; inhibition of corepressor binding, % at 4.78 µM; 320,000 compounds, 0.12% hits; AID 2300, 2010;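 active = percent inhibition above the cutoff of mean plus 3 SD of all tested compounds, set per screening campaign, cut at about 20% in these data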;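 note: 0% = DMSO wells and 100% = biotin wells as full block of FRET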
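Material: NR2E3–RetCOR corepressor complex / Incubation: Compound–protein incubation for 5 h at 4 °C / Dosing: compound at 4.8 µM, single dose / Detection: time-resolved FRET / Benchmarks: high control biotin, low control 0.6% DMSO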
* hit, by the source's call; · = not tested or not shown. A portion of the library; count on the stated rates, not on these rows.

SMILES	NR2E3 ag-1	TWEAK-Fn14 inh	Shn3 3UTR inh	CF NFkB block	KKLEB cytotox	TROY signal inh	Peg3 promoter	TRPM1 prom inh	TRAIL sens C8	HIF-2a block	NR2E3 ag-2
COc1cccc(C(O)Cc2nc3ccccc3n2C)c1OC (stereo not given)	-23	7	-16	-5	3	6	-21	1	8	-34	2
CCn1c(SCC(=O)N2CCN(C)CC2)nc2c1c(=O)n(C)c(=O)n2C	-19	8	-1	8	14	6	-4	-2	0	6	-1
O=C(COc1cc(F)ccc1[N+](=O)[O-])Nc1ccc(N2CCOCC2)cc1	-21	3	7	-5	-10	-26	-16	-2	-6	1	-6
Cc1ncc(N=Nc2ccccc2Cl)c(-c2ccccc2)n1	-20	-39	-16	-39	-15	9	5	-6	4	-19	0
Cc1ccc(CNC(=O)CO/N=C/c2ccc(C(C)(C)C)cc2)cc1	-23	6	-22	5	-3	11	-6	-4	-11	-21	3
Cc1c(C(=O)O)oc2ccc(S(=O)(=O)NCc3ccc(F)cc3)cc12	7	2	-28	8	5	5	7	2	-5	12	5
Cc1c(NC(=O)CSc2nc3c(cnn3-c3ccccc3)c(=O)[nH]2)c(=O)n(-c2ccccc2)n1C	-3	5	12	8	1	-7	3	-2	-6	4	0
CC1(C)Oc2cc3oc(-c4cc(O)cc(O)c4)cc3cc2CC1O (stereo not given)	7	76*	46	-7	-10	80*	59*	50	80*	38	0
N#CC1=C(N)Oc2n[nH]c(-c3ccc(F)cc3)c2C1c1cccc(OC(=O)N2CCOCC2)c1 (stereo not given)	-42	-8	-13	12	-15	-7	8	8	-17	6	-1
COc1ccccc1CNC(=O)c1ccc(CS(=O)(=O)c2ccccc2OC)o1	-21	4	19	-2	4	-12	7	5	-8	14	-2
O=C(Cc1c(F)cccc1Cl)N1CCN(S(=O)(=O)c2cccc(F)c2)CC1	16	-5	11	21	0	-8	1	0	-1	17	-2
O=C(Nc1ccc(Oc2cccnc2)cc1)C1CCN(Cc2cccc(Cl)c2)CC1	12	7	26	23	-10	23	2	3	12	8	-1
CCOC(=O)c1c(NC(=O)CN2C(=O)NC(C)(c3ccc(OC(F)F)cc3)C2=O)sc(C)c1C (stereo not given)	20	36	5	9	-10	24	32	6	-4	14	-2
O=C(CCCN1C(=O)NC2(CCCC2)C1=O)Nc1ccc(Cl)c(S(=O)(=O)N2CCOCC2)c1	-13	4	6	-44	28	7	-1	-5	1	2	·
Cn1cccc1C(=O)NC(=O)CSc1nnc(C2CC2)n1-c1ccccc1	-1	16	-10	-9	-3	-19	-14	0	0	8	-2
O=C(NCc1ccccn1)C(=O)NCC1OCCN1S(=O)(=O)c1ccc([N+](=O)[O-])cc1 (stereo not given)	-15	9	7	-8	0	-9	-14	7	-7	3	2
Oc1c(Cl)c(Cl)c2ncccc2c1Cl	-10	9	-11	-9	2	8	12	-5	-12	5	·
Cc1ccc(CCNC(=O)C2CCN(S(=O)(=O)c3c(C)nn(C)c3C)CC2)cc1	-15	-15	-6	8	-12	-14	-32	-6	8	-37	4
CCC(Oc1ccccc1)C(=O)Nc1cc(C(F)(F)F)ccc1N1CCOCC1 (stereo not given)	28	-4	4	25	-30	-15	32	1	-4	12	9
COC(=O)[C@@](C)(O)C1(C(=O)SC(C)(C)C)CC1	12	14	-18	-17	1	-17	11	0	-1	15	5
CC(Oc1ccc([N+](=O)[O-])cc1)C(=O)NCCCN1CCOCC1 (stereo not given)	-9	-6	-19	25	-4	12	-10	-8	-15	18	1
CC1CC(C)(C)CC2(C1)NC(=O)N(CC(=O)N(Cc1ccccc1)c1ccccc1)C2=O (stereo not given)	-18	16	1	5	17	-3	-3	9	3	10	0
CCOC(=O)c1ccc(NC(=O)c2nc[nH]c2C(=O)N(C)CCO)cc1	-2	-5	1	2	-7	5	-4	·	6	-15	·
C=CCCC(=O)NC1CC(C)(C)Cc2c1cnn2-c1ccc(OC)cc1 (stereo not given)	6	7	14	10	-7	9	13	6	-5	20	5
O=C(CN1C(=O)C2CCCCC2C1=O)Nc1nccs1 (stereo not given)	21	-20	11	-1	2	8	18	-5	-3	15	-7

Going on with the list.
SMILES	NR2E3 ag-1	TWEAK-Fn14 inh	Shn3 3UTR inh	CF NFkB block	KKLEB cytotox	TROY signal inh	Peg3 promoter	TRPM1 prom inh	TRAIL sens C8	HIF-2a block	NR2E3 ag-2
COCCn1c(SCC(=O)Nc2ccc(OC)c(S(N)(=O)=O)c2)nc2ccccc21	7	2	52	11	-16	-6	6	4	13	16	1
COc1ccc(C2CC(c3ccccc3)Nc3nc(NS(C)(=O)=O)nn32)cc1 (stereo not given)	36	-7	0	12	-1	-4	7	3	-3	8	-1
COc1ccc([N+](=O)[O-])c(OC)c1C(=O)Nc1ccc(F)cc1F	-8	-6	2	-17	13	-14	1	-13	2	-3	2
CC1(C(=O)NS(=O)(=O)c2ccc(F)cc2F)CCN1C(=O)c1ccccc1CCc1ccccc1 (stereo not given)	-14	10	-23	-2	-2	1	8	·	-4	5	·
Cc1cc(C)c(C#N)c(SCC(=O)Nc2cccc(S(=O)(=O)N3CCCC3)c2)n1	19	-30	4	28	-7	10	-5	4	6	3	·
O=C(NNS(=O)(=O)c1ccc(F)cc1)c1ccc(S(=O)(=O)N2CCCCC2)cc1	-19	2	6	-1	7	-14	15	-3	-15	5	-2
CCOC(=O)c1sc2nc(CC(=O)OC)nc(NCCN3CCOCC3)c2c1C	-8	11	3	0	-4	10	19	4	0	9	·
CCOc1ccccc1NC(=O)C(=O)NCC1CCCN1CC (stereo not given)	-38	-2	-22	9	-7	21	-48	3	1	-21	0
COc1ccc(NC(=O)CNC(=O)c2sc3ccccc3c2Cl)c(OC)c1	18	-39	-8	27	-37	-24	-24	-5	4	-62	-2
CCn1c(SCC(=O)NCCc2ccc(Cl)cc2)nnc1-c1cccs1	5	-16	17	1	-5	14	4	11	-10	-2	-1
O=C(OCC(=O)N1CCc2ccccc21)C1=COCCO1	1	-7	-39	-9	-8	-37	-96	-31	-8	-120	-1
COc1ccc2oc(-c3ccccc3)c(C(=O)N(C)C)c2c1	-4	2	-18	2	3	14	-2	5	21	6	-1
CC(=O)NCCC(=O)N1CCCC(N(C)CCc2ccccc2)C1 (stereo not given)	11	-8	11	6	-14	16	-6	-2	13	12	-4
CN(C)CCCn1c2c(c(SCC(=O)Nc3ccc4c(c3)OCO4)nc1=O)CCC2	-1	2	-18	1	-3	27	10	4	-17	9	0
COc1cc(NC(=O)COC(=O)CC(NC(C)=O)c2ccccc2)cc(OC)c1 (stereo not given)	-36	5	-11	-5	-13	-4	4	9	-9	12	2
CCN(CC(=O)NCc1cccs1)C(=O)c1ccc(C)o1	16	4	12	-20	6	-5	4	7	-7	6	·
COc1ccc(CN2CCC[C@]3(N[C@H](c4ccc(C)cc4)[C@@H]4C(=O)N(C)C(=O)[C@@H]43)C2=O)cc1	-5	-1	-17	21	-8	-3	-21	·	-13	4	·
N#Cc1c(-c2ccc(F)cc2)cc(C2CC2)nc1SCC(=O)c1cccs1	16	-8	-4	6	-11	-9	29	-14	29	8	-1
O=C1c2cc(Br)ccc2N(Cc2ccc(Br)cc2)S(=O)(=O)C1c1cc(Cl)c(Cl)cc1[N+](=O)[O-] (stereo not given)	18	0	22	24	13	45	17	18	15	11	·
NC(=S)Nc1cccc(O)c1	-38	21	-11	6	11	4	7	·	13	11	-1
Cc1ccc(CCNC(=O)C2=CCN(S(=O)(=O)c3ccccc3)CC2)cc1	-22	20	-4	4	8	-5	22	7	1	8	-2
O=C(CSc1nc2ccc([N+](=O)[O-])cc2[nH]1)NCCc1ccccc1	15	2	5	-16	10	1	22	16	4	15	1
COc1ccc(NC(=O)c2ccc(S(=O)(=O)N3CCCCC3)cc2)cc1OC	-21	1	23	7	-21	1	17	10	10	0	·
Fc1ccc(CN2CCCN(Cc3nc(-c4ccc5c(c4)OCO5)no3)CC2)cc1	2	-26	-10	-10	6	-5	-74	3	-7	-57	0
CCc1nc2ccc(C(=O)NCCCn3ccnc3)cn2c1N(CC)CCOC	-3	-7	1	-12	6	-8	5	·	2	8	·

The list continues:
SMILES	NR2E3 ag-1	TWEAK-Fn14 inh	Shn3 3UTR inh	CF NFkB block	KKLEB cytotox	TROY signal inh	Peg3 promoter	TRPM1 prom inh	TRAIL sens C8	HIF-2a block	NR2E3 ag-2
N#Cc1ccccc1N=C1CCCN1Cc1ccccc1	10	1	-4	1	-4	-5	-7	-8	12	-1	3
C=CC[C@H](CC(=O)OC(C)(C)C)C(=O)OC[C@@H]1CCCN1C(=O)[C@@H](CC=C)CC(=O)NCCO	-5	-8	-20	-2	12	-2	-4	-6	2	9	·
O=C(CN1CCOCC1)Nc1nc(-c2ccccc2)cs1	-12	23	7	-11	1	5	-30	2	-28	-20	0
O=C(CCCCCn1c(=O)[nH]c2ccccc2c1=O)NCCc1c[nH]c2ccccc12	8	35	1	-5	1	-7	14	7	9	11	4
CC1(C)O[C@@H]1COc1c2ccoc2cc2oc(=O)ccc12	-13	1	-54	-58	10	-21	17	0	-5	16	2
S=C(NCCSCc1ccc(Cl)cc1)Nc1ccccc1	8	32	-25	-17	2	6	10	-7	-9	12	1
COc1ccc(-c2oc3c(c2C#CC2(O)CCCCC2)C(OC)CCC3)cc1 (stereo not given)	-25	11	·	·	·	6	·	·	2	24	·
Cc1nc(N2CCN(Cc3ccc4c(c3)OCO4)CC2)[nH]c(=O)c1C	-8	8	-2	4	15	6	10	6	9	19	·
O=C(COC(=O)c1ccc([N+](=O)[O-])o1)Nc1cccc(S(=O)(=O)N2CCOCC2)c1	-5	1	-8	6	-2	0	8	4	-2	21	1
CC1CCN(c2nc(N(C)c3ccccc3)nc(N)c2[N+](=O)[O-])CC1	-59	-29	-11	24	-18	-46	-61	-35	8	-122	0
Cn1c(CN2CCN(C(=O)c3ccc(F)cc3)CC2)nc2cc([N+](=O)[O-])ccc21	-29	-8	1	6	-9	25	20	-12	0	22	3
